# NCOA3 inh = inhibitors of human steroid receptor coactivator 3 (SRC3). Q9Y6Q9. AID 588352. inhibition, % at 3.6 µM. 360,000 compounds, 0.17% hits. HEK293 GAL4-SRC3 luciferase reporter, luminescence;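 active means inhibition above a per-campaign cutoff, the mean of all compounds plus 3 SD, cut at about 60% in these data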;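 further: 0% = DMSO-treated cells and 100% = gossypol-treated cells at 36 µM; higher means less SRC3-driven luciferase light from the GAL4 reporter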
# TROY NFkB inh = inhibitors of TROY-dependent NF-kB signaling | Q293 LMP1-TROYcd NF-kB luciferase reporter, 4 h | inhibition, % at 10 µM | 360,000 compounds, 0.98% hits;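 active means compounds whose plate-normalised and pattern-corrected inhibition of the luciferase reporter signal at the single screening dose is 50% or more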
# TWEAK Fn14 block = inhibitors of TWEAK-Fn14 interaction signaling | TWEAK-stimulated Fn14 reporter cells, luciferase luminescence, 8 h | inhibition, % at 10 µM | 360,000 compounds, 2% hits; in the data active means inhibition above about 50%
# NCOA2 inhibitor = inhibits human steroid receptor coactivator 2 | HEK293 GAL4-SRC2 luciferase reporter, luminescence | inhibition, % at 9 µM | Q15596 | 370,000 compounds, 0.17% hits | AID 651957;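 active means inhibition above the mean inhibition of all tested compounds plus 3 SD, set per campaign, cut at about 52% in these data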;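 further: 0% = DMSO treated cells and 100% = cells given Gossypol at 36 µM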
# Target sequence (Q15596 whole entry, looked up, the tested form may be a part): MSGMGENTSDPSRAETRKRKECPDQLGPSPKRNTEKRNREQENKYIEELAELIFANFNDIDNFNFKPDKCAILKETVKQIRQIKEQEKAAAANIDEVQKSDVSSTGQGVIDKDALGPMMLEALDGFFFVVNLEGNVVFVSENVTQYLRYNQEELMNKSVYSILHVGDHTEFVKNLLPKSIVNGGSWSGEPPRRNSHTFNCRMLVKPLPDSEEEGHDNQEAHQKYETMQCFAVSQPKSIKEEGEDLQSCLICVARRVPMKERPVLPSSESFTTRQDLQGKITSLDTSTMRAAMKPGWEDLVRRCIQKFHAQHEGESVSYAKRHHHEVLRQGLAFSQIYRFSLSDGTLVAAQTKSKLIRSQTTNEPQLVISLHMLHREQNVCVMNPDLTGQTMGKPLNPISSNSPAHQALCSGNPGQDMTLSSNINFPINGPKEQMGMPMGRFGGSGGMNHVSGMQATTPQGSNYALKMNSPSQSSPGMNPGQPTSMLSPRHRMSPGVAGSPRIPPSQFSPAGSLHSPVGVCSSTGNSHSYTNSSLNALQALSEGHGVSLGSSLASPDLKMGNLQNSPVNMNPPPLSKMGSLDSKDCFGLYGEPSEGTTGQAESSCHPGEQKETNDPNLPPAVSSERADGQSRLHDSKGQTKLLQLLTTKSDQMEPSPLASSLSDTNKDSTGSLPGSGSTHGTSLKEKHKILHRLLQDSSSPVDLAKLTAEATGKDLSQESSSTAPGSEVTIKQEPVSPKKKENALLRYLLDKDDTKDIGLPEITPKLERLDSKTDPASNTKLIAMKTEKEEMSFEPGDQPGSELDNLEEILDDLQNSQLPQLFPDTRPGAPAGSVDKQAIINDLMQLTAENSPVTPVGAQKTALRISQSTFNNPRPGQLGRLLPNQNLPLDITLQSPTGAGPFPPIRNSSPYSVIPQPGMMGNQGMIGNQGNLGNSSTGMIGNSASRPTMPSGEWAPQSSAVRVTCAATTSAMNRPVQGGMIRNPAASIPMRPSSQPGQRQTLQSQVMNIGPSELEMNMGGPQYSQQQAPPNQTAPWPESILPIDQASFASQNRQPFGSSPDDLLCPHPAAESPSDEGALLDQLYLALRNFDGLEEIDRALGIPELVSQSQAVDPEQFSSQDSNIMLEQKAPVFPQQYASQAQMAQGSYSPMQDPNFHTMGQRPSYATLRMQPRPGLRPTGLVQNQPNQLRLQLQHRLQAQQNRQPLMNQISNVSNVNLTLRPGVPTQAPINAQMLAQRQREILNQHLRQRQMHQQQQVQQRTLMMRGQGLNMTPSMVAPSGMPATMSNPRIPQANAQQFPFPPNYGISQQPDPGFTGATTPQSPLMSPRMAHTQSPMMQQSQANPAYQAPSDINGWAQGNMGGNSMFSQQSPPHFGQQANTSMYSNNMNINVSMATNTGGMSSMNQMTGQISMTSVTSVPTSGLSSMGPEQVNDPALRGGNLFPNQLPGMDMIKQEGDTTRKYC
# COUP-TFII inh = NR2F2 (human) inhibition, primary screen; P24468; HEK293T NGFI-A luciferase reporter, luminescence; inhibition, % at 8.6 µM; AID 686940; 370,000 compounds, 0.7% hits;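 active means inhibition above a per-plate cutoff, mean inhibition of test wells between control levels plus 3 SD, cut at about 38% in these data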;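 further: cells cotransfected with COUP-TFII expression vector driving the NGFI-A reporter; 0% = median of COUP-TF2 test wells and 100% = reporter-only cells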
# KKLEB cytotox = CF airway cell cytotoxicity counter-screen; KKLEB CF airway cells viability, ATPlite luminescence, overnight; hits give low values; cells stimulated with P. aeruginosa culture filtrate; activity change (cytotoxicity), % at 5 µM; 360,000 compounds, 0.36% hits; AID 602141;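 active means corrected activity change at or below -50% at 5 µM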
# NR5A2 inv ag = suppresses constitutive activity of human LRH-1 | O00482 | HEK293T StAR-luciferase reporter, LRH-1 transfected, 24 h | inhibition, % at 3.6 µM | 360,000 compounds, 0.13% hits;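 active means inhibition above the mean inhibition of all tested compounds plus 3 SD, cut at about 73% in these data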;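 further: 0% = DMSO wells and 100% = reporter-only cells lacking LRH-1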
# TRAIL sens C8 = sensitizes caspase-8 expressing cells to TRAIL. NB7+C8 cells + TRAIL, ATPlite viability luminescence. inhibition (viability loss, TRAIL sensitization), % at 10 µM. 360,000 compounds, 1% hits. AID 624354;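 active means compounds causing at least 50% loss of cell viability in the single-dose screen, relative to plate controls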
# EBV LMP1 NFkB = Epstein-Barr LMP1 NF-kappaB reporter inhibition | LMP1-induced NF-kappaB luciferase reporter cells, luminescence | inhibition, % at 12.5 µM | 350,000 compounds, 0.69% hits; in the data active means inhibition above about 41%;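 further: 0% = neutral control wells and 100% = reference inhibitor control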
# SRC1 inh = inhibitors of human steroid receptor coactivator 1 (SRC1). HEK293 GAL4-SRC1 luciferase reporter, luminescence. inhibition, % at 3.6 µM. 360,000 compounds, 0.12% hits. AID 588354;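 active means inhibition above the campaign mean plus 3 SD, with each screening campaign given its own cutoff, cut at about 60% in these data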;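 further: 0% = DMSO treated cells and 100% = gossypol at 36 µM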
# CF NFkB inh = cystic fibrosis NF-kB activation inhibition; KKLEB NF-kB-GFP reporter, PAF-induced, GFP fluorescence overnight; inhibition, % at 5 µM; 360,000 compounds, 0.86% hits;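 active means at least 50% inhibition at 5 µM, scaled per plate between neutral and stimulator controls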;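 further: PAF is a Pseudomonas aeruginosa culture filtrate used as stimulus; plate controls were PAF-stimulated DMSO wells for no effect and unstimulated DMSO wells for full effect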
# * marks the source's active call; other numbers are inactive results; . = no result given.
SMILES,NCOA3 inh,TROY NFkB inh,TWEAK Fn14 block,NCOA2 inhibitor,COUP-TFII inh,KKLEB cytotox,NR5A2 inv ag,TRAIL sens C8,EBV LMP1 NFkB,SRC1 inh,CF NFkB inh
O=C(O)CCCC(=O)Nc1ccc(Cl)cc1,18,10,6,-12,1,4,9,-10,-16,6,-6
CCOC(=O)N1CCN(S(=O)(=O)c2ccc(-n3cnnn3)cc2)CC1,1,-5,-2,-14,15,14,-17,4,2,0,10
COc1ccc(-c2[nH]ncc2CN2CCCO2)c(F)c1,3,1,11,-4,-2,4,4,10,-2,-3,-1
C#CCOCCOCCOCCNc1nc(N2CCN(C(=O)[C@H]([C@@H](C)CC)n3cc(CCCCN)nn3)CC2)nc(N2CCN(C(=O)[C@H](CCCCN)n3cc(CCCC)nn3)CC2)n1,-17,-11,7,-36,-10,-8,-7,3,0,6,1
Cc1ccc(OC(C)C(=O)N2CC(=O)Nc3ccccc32)cc1 (stereo not drawn),8,-11,12,-23,-13,2,-12,16,-11,6,-1
Cc1cc(C(C#N)c2ccccc2)n2ncnc2n1 (stereo not drawn),11,-2,7,-27,12,3,25,-19,-1,-27,-9
Clc1ccccc1-c1nc2nc3ccccc3nc2n1-c1ccc2c(c1)OCO2,12,0,4,14,7,0,21,1,7,-29,11
O=C(NCC(c1ccco1)N1CCN(c2ccccc2)CC1)c1cccs1 (stereo not drawn),26,-5,9,-10,-23,-4,4,21,-1,1,-8
COc1ccc([C@H]2/C=C\CN(S(=O)(=O)c3cccc4cccnc34)[C@@H](C)C(=O)N2Cc2ccc(F)cc2)cc1,11,-4,21,1,12,-10,-10,11,6,-14,-1
Cc1cc(N2C3CCC2CC(O)(c2ccc(F)cc2)C3)nc(-c2ccccc2)n1 (stereo not drawn),20,8,16,3,-23,-10,16,-1,0,4,3
CN(C)N=Nc1ccc(S(=O)(=O)/N=C(\O)c2ccccc2)cc1,3,14,-5,-14,-11,1,-14,6,-2,3,25
CCOc1ccccc1-n1cnc2cc(C(=O)NCc3ccco3)ccc21,-4,8,16,-19,-9,-6,-2,2,-6,-10,5
COC(=O)[C@H](C)NC(=O)NCc1ccccc1,13,3,3,5,6,-4,-12,8,-3,-4,-4
C=CCNC(=O)c1n[nH]c2c1CC(C(C)(C)CC)CC2 (stereo not drawn),7,-6,-6,14,6,23,8,-13,3,11,7
Cc1cc(N2CCOCC2)nc2ccc(NC(=S)NC(C)C)cc12,-26,-5,0,-70,-23,-2,-17,18,-7,-20,-19
S=C(c1ccccc1)N1CCSCC1,11,-8,0,10,-22,4,5,-4,-3,-30,-9
C=CCNC(=O)c1ccc2c(c1)nnn2C,-12,9,-11,-7,-4,3,5,8,2,-9,0
Nc1ncnc2c1ncn2[C@@H]1O[C@H](CNC(=O)[C@@H](N)C2CCCCC2)[C@@H](O)[C@H]1O,-2,6,-22,8,-1,12,-8,9,-3,-20,4
CN(C(=O)c1cccc(NC(=O)Cc2cccc(NC(=O)C3CCN(C(=O)C4CC4)CC3)c2)c1)C1CCC1,1,-4,-3,-3,-24,14,10,-1,-1,-7,-8
CCn1ncc([N+](=O)[O-])c1C(=O)N1CCCC1,-3,-6,-18,-45,-5,-3,6,2,1,-12,13
COC(=O)c1c(C)[nH]c(C(=O)OCC(=O)c2ccc(C)s2)c1C,-71,-34,-11,-42,-42,-3,-54,17,-29,-56,-7
COc1ccc(N(CC(=O)NCc2ccccc2Cl)S(=O)(=O)c2c(C)n[nH]c2C)cc1,-10,-14,4,-17,-7,-6,0,-10,-4,5,13
S=C(NCCc1ccccn1)Nc1cc(Cl)cc(Cl)c1,27,6,-11,-21,-5,2,-3,4,7,6,7
CC1=C(C(=O)OC2CCCC2)C(c2coc3ccccc3c2=O)C2=C(CC(C)(C)CC2=O)N1 (stereo not drawn),11,7,0,15,19,-4,-7,8,-5,4,-19
O=C(N/N=C/c1ccc(Cl)cc1Cl)c1ccc2nc[nH]c2c1,-19,-21,-12,-23,-10,8,-24,16,-1,-29,-11
Cn1cc(SCC(N)=O)c2ccccc21,-5,-1,12,13,-21,-3,13,-2,3,-3,3
O=C(/C=C/c1ccc(Cl)cc1)NC(=S)Nc1ccccc1C(=O)O,-6,25,23,-33,1,-7,-9,-42,-3,7,-12
Cc1cc(C)cc(NC(=O)c2ccc3nc[nH]c3c2)c1,-10,-24,-9,-7,-3,4,-90,28,12,-33,-3
CC(C)(CO)NCC(=O)Nc1cc(C(F)(F)F)cc(NC(=O)CNC(C)(C)CO)c1Cl,1,2,11,16,-3,-4,-16,3,-6,11,11
Fc1ccc(N/N=C2/CC(c3ccccc3)Oc3ccccc32)c(F)c1 (stereo not drawn),-15,-37,1,-24,0,-4,-18,-4,-13,-5,-11
Cc1cc(C)n2ncc(C(=O)NC3CCCCC3)c2n1,-10,4,-3,-7,-7,8,-1,-4,0,-20,8
Cc1c(OCC(=O)NCC(O)c2ccccc2)ccc2c3c(c(=O)oc12)CCCC3 (stereo not drawn),-14,6,-30,-3,6,2,-11,9,5,-23,-75
CN(c1ccccc1)S(=O)(=O)c1ccc(Cl)c(C(=O)Nc2nn[nH]n2)c1,9,15,17,17,-1,12,-1,-8,-7,-21,7
Cc1cc(NC(=O)CCC(=O)N(Cc2cccs2)C(C(=O)NC2CCCC2)c2cccnc2)no1 (stereo not drawn),-23,-10,-13,11,-20,-4,11,-1,0,4,12
Cc1ccccc1NC(=O)c1ccc(CN(c2ccccc2)S(=O)(=O)c2ccccc2)cc1,8,-2,26,-3,5,-4,-9,-11,-6,5,-9
O=C(COC(=O)c1cccc(S(=O)(=O)N2CCCCCC2)c1)Nc1ccccc1C(F)(F)F,4,2,-12,9,1,4,-9,-3,4,-11,-9
O=C(C[n+]1cc(-c2ccc(F)cc2)n2c1CCC2)Nc1nc(-c2ccc(F)cc2)cs1,21,1,7,2,1,-5,9,10,-4,3,6
Cc1ccc(C(C)C)c(OCC(=O)Nc2sc3c(c2C#N)CC(C)(C)NC3(C)C)c1,3,47,50*,.,.,-15,-20,13,1,-12,21
Cc1sc(NC(=O)c2ccco2)c(CN2CCCCC2)c1C,-10,-55,-19,-12,-5,-2,-19,3,-11,-14,-4
COc1ccccc1C(=O)NC(=O)COC(=O)CCOc1cc(C)ccc1C,-12,3,-3,-31,-2,9,-20,12,-3,-12,5

# A section of the results above, for reference:
SMILES,NCOA3 inh,TROY NFkB inh,TWEAK Fn14 block,NCOA2 inhibitor,COUP-TFII inh,KKLEB cytotox,NR5A2 inv ag,TRAIL sens C8,EBV LMP1 NFkB,SRC1 inh,CF NFkB inh
Cc1ccccc1NC(=O)c1ccc(CN(c2ccccc2)S(=O)(=O)c2ccccc2)cc1,8,-2,26,-3,5,-4,-9,-11,-6,5,-9
O=C(COC(=O)c1cccc(S(=O)(=O)N2CCCCCC2)c1)Nc1ccccc1C(F)(F)F,4,2,-12,9,1,4,-9,-3,4,-11,-9
O=C(C[n+]1cc(-c2ccc(F)cc2)n2c1CCC2)Nc1nc(-c2ccc(F)cc2)cs1,21,1,7,2,1,-5,9,10,-4,3,6
Cc1ccc(C(C)C)c(OCC(=O)Nc2sc3c(c2C#N)CC(C)(C)NC3(C)C)c1,3,47,50*,.,.,-15,-20,13,1,-12,21
Cc1sc(NC(=O)c2ccco2)c(CN2CCCCC2)c1C,-10,-55,-19,-12,-5,-2,-19,3,-11,-14,-4
COc1ccccc1C(=O)NC(=O)COC(=O)CCOc1cc(C)ccc1C,-12,3,-3,-31,-2,9,-20,12,-3,-12,5

# Among those listed so far, two contain a CF3 group:
SMILES,NCOA3 inh,TROY NFkB inh,TWEAK Fn14 block,NCOA2 inhibitor,COUP-TFII inh,KKLEB cytotox,NR5A2 inv ag,TRAIL sens C8,EBV LMP1 NFkB,SRC1 inh,CF NFkB inh
CC(C)(CO)NCC(=O)Nc1cc(C(F)(F)F)cc(NC(=O)CNC(C)(C)CO)c1Cl,1,2,11,16,-3,-4,-16,3,-6,11,11
O=C(COC(=O)c1cccc(S(=O)(=O)N2CCCCCC2)c1)Nc1ccccc1C(F)(F)F,4,2,-12,9,1,4,-9,-3,4,-11,-9

# Remaining list, next part.
SMILES,NCOA3 inh,TROY NFkB inh,TWEAK Fn14 block,NCOA2 inhibitor,COUP-TFII inh,KKLEB cytotox,NR5A2 inv ag,TRAIL sens C8,EBV LMP1 NFkB,SRC1 inh,CF NFkB inh
c1ccc(Cc2noc(CN3CCCC(CN4CCOCC4)C3)n2)cc1 (stereo not drawn),15,8,6,3,-5,0,-13,1,-10,4,2
COc1ccc(OC)c2c(C)cc(N3CCN(C(=O)c4ccc(Cl)cc4)CC3)nc12,-1,12,-16,-12,15,-8,11,2,10,3,13
N=c1sccn1CC(=O)NC(=O)NC1CCCC1,20,-7,4,-27,3,4,20,-10,1,12,-8
COc1ccc(NC(=O)CSc2nnc3n2CCCCC3)cc1,0,5,10,-8,-3,0,7,4,7,1,12
COc1ccc(NC(=O)c2ccccc2NS(C)(=O)=O)cc1OC,-7,15,-3,11,6,-10,16,-9,7,-2,16
CCc1ccc(NC(=O)COc2ccc(Br)cn2)cc1,19,-6,-6,-13,2,-3,6,-6,-8,9,-3
Cc1ccc(S(=O)(=O)c2nc(S(C)(=O)=O)sc2NCC2CCCO2)cc1 (stereo not drawn),13,.,87*,3,-13,12,2,5,-7,10,-7
Nc1ccc(C(=O)NCc2ccccc2)cc1,16,11,-1,3,-12,2,-4,-12,-2,-1,6
CC1CCCN(C(=O)c2ccc(NC(=O)CC3SC(N4CCCC4)=NC3=O)cc2)C1 (stereo not drawn),13,-19,-1,-11,3,1,-16,-16,7,-9,-12
COc1ccc(S(=O)(=O)N2CCCOC2CNC(=O)C(=O)NCc2ccccc2C)cc1 (stereo not drawn),4,2,9,4,11,-3,12,0,-3,4,6
O=C(CSc1ccc(-c2ccccn2)nn1)N1CCCc2ccccc21,9,-19,24,-3,-2,-3,5,22,5,14,7
O=C(COc1coc(CN2CCN(c3ccccc3)CC2)cc1=O)Nc1ccccc1,8,-10,3,1,-4,-9,3,-12,4,1,-7

# Single records, from the list above.
# Results for C=CCNC(=O)c1n[nH]c2c1CC(C(C)(C)CC)CC2 (stereo not drawn) : NCOA3 inh: 7; TROY NFkB inh: -6; TWEAK Fn14 block: -6; NCOA2 inhibitor: 14; COUP-TFII inh: 6; KKLEB cytotox: 23; NR5A2 inv ag: 8; TRAIL sens C8: -13; EBV LMP1 NFkB: 3; SRC1 inh: 11; CF NFkB inh: 7
# Results for COc1ccc(S(=O)(=O)N2CCCOC2CNC(=O)C(=O)NCc2ccccc2C)cc1 (stereo not drawn) : NCOA3 inh: 4; TROY NFkB inh: 2; TWEAK Fn14 block: 9; NCOA2 inhibitor: 4; COUP-TFII inh: 11; KKLEB cytotox: -3; NR5A2 inv ag: 12; TRAIL sens C8: 0; EBV LMP1 NFkB: -3; SRC1 inh: 4; CF NFkB inh: 6
